# PRC2 inh – inhibitors of human EZH2/PRC2 methyltransferase; Q15910; PRC2 H3K27 methylation, DELFIA TRF, 1 h; inhibition, % at 12.5 µM; 57,000 compounds, 0.35% hits;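 active = mean inhibition of replicates at least 50% and every single replicate also reaching 50%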;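 also: dimethyl H3K27 on biotinylated H3 21-44 peptide detected by antibody; plate controls were median neutral control wells for no effect and median positive control wells for full effect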
# IDH1 mut inh – inhibitors of human IDH1 R132H; IDH1 R132H reductase, diaphorase/resazurin fluorescence, 60 min; inhibition, % at 10 µM; 70,000 compounds, 0.18% hits; in the data active = inhibition above about 34%;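 also: 0% = DMSO and 100% = no enzyme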
# Target sequence (O75874 whole entry R132H): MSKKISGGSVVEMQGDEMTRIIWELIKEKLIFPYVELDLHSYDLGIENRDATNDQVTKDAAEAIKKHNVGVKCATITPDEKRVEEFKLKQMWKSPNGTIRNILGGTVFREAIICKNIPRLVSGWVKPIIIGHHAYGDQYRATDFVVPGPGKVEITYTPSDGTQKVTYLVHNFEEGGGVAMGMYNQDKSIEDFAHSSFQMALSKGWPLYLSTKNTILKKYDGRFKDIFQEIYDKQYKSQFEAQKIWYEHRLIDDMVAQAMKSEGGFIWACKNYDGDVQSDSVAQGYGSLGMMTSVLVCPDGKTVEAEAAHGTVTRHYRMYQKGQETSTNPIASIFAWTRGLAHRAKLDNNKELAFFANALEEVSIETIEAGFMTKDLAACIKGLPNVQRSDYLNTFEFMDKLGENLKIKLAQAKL
# * hit, by the source's call; · = no result given. These rows are one share of the data; rates above refer to the full screens.
SMILES	IDH1 mut inh	PRC2 inh
C[C@H](CO)N1C[C@H](C)[C@@H](CN(C)S(=O)(=O)c2cccs2)Oc2ccc(NS(=O)(=O)c3cn(C)cn3)cc2CC1=O	-3.0	·
Cc1ccc(S(=O)(=O)N(C)C[C@H]2OCCCC[C@H](C)Oc3ccc(NC(=O)c4ccncc4)cc3C(=O)N([C@@H](C)CO)C[C@H]2C)cc1	2.7	·
CO[C@@H]1CN(C)C(=O)c2cc(NS(=O)(=O)c3ccccc3C)ccc2OC[C@@H](C)N(C)C[C@H]1C	0.0	2.0
Cc1ccc(S(=O)(=O)N(C)C[C@@H]2OCCCC[C@@H](C)Oc3ccc(NC(=O)CCCN(C)C)cc3C(=O)N([C@@H](C)CO)C[C@@H]2C)cc1	-6.1	·
C[C@@H]1CCCCO[C@H](CN(C)Cc2ccc3c(c2)OCO3)[C@H](C)CN([C@H](C)CO)C(=O)c2cc(NC(=O)C3CCCCC3)ccc2O1	-0.9	·
C[C@@H]1CN([C@@H](C)CO)C(=O)c2cccc(NC(=O)C3CCCCC3)c2O[C@@H]1CN(C)Cc1ccc(C(F)(F)F)cc1	-4.9	·
C[C@@H]1CN([C@@H](C)CO)C(=O)Cc2cc(N(C)C)ccc2O[C@H]1CN(C)S(=O)(=O)c1ccc(Cl)cc1	-0.1	·
CCC(=O)Nc1ccc2c(c1)OC[C@@H](C)N(Cc1cccc(F)c1)C[C@@H](C)[C@H](OC)CN(C)C2=O	-0.1	-0.6

# Further records follow:
SMILES	IDH1 mut inh	PRC2 inh
C[C@H]1CN([C@@H](C)CO)C(=O)c2cc(C3=CCCC3)cnc2O[C@H]1CN(C)C(=O)c1ccccn1	·	2.4
O=C(C[C@@H]1CC[C@H](NC(=O)NC2CCCC2)[C@@H](CO)O1)NCc1ccc(F)cc1	0.4	3.2
C[C@@H]1CN([C@H](C)CO)C(=O)c2cc(Br)cnc2O[C@H]1CN(C)S(=O)(=O)c1ccc(F)cc1	-0.2	·
Cc1ccnc(NS(=O)(=O)c2ccc(NS(C)(=O)=O)cc2)n1	0.0	-11.4
C[C@@H]1CN([C@H](C)CO)S(=O)(=O)c2ccc(C#CCN(C)C)cc2O[C@@H]1CN(C)S(=O)(=O)c1cccc(F)c1	-0.1	-6.6
Cc1ccc(S(=O)(=O)N[C@H]2CC[C@@H](CC(=O)N3CCC(Cc4ccccc4)CC3)O[C@H]2CO)cc1	-0.4	1.8
CN(C)c1ccc2c(c1)[C@@H]1C[C@@H](CC(=O)NCc3ccc4c(c3)OCO4)O[C@@H](CO)[C@@H]1O2	-6.8	-5.2
COc1cc(O)c2c(c1)CCc1cc(OC)c(OC)cc1-2	-0.5	·

# One compound at a time (already shown). Order of screens: IDH1 mut inh	PRC2 inh
# `C[C@@H]1CN([C@H](C)CO)S(=O)(=O)c2ccc(C#CCN(C)C)cc2O[C@@H]1CN(C)S(=O)(=O)c1cccc(F)c1` reads -0.1	-6.6
# `CN(C)c1ccc2c(c1)[C@@H]1C[C@@H](CC(=O)NCc3ccc4c(c3)OCO4)O[C@@H](CO)[C@@H]1O2` reads -6.8	-5.2
# `Cc1ccnc(NS(=O)(=O)c2ccc(NS(C)(=O)=O)cc2)n1` reads 0.0	-11.4
# `COc1cc(O)c2c(c1)CCc1cc(OC)c(OC)cc1-2` reads -0.5	·
# `C[C@H]1CN([C@@H](C)CO)C(=O)c2cc(C3=CCCC3)cnc2O[C@H]1CN(C)C(=O)c1ccccn1` reads ·	2.4

# Next part.
SMILES	IDH1 mut inh	PRC2 inh
O=C(C[C@H]1CC[C@H](NS(=O)(=O)c2ccc(F)cc2)[C@@H](CO)O1)N1CCC(Cc2ccccc2)CC1	-0.4	13.1
O=C(CCCCC(=O)N/N=C/c1ccc(C(=O)O)cc1)NO	0.2	0.1
C[C@@H]1CN([C@H](C)CO)C(=O)c2cccc(NC(=O)C3CCOCC3)c2O[C@H]1CN(C)Cc1ccc(C(F)(F)F)cc1	-0.7	-3.5
CC(C)CC#Cc1ccc2c(c1)O[C@@H](CN(C)C(=O)c1ccncc1)[C@H](C)CN([C@@H](C)CO)S2(=O)=O	1.6	-19.6
C=CC(C)(C)C12CC3C(=O)NC(Cc4cnc[nH]4)C(=O)N3C1Nc1ccccc12 (stereo not given)	0.9	·
C[C@@H]1CN([C@H](C)CO)C(=O)Cc2cc(NS(C)(=O)=O)ccc2O[C@H]1CN(C)S(=O)(=O)c1ccc(Cl)cc1	3.0	·
C[C@H](CO)N1C[C@H](C)[C@H](CN(C)S(=O)(=O)c2cccc(C#N)c2)OCc2ccccc2-c2ccccc2C1=O	-1.8	-2.7
CO[C@@H]1CN(C)C(=O)c2cc(NC(=O)C3CCCC3)ccc2OC[C@@H](C)N(CC2CC2)C[C@@H]1C	0.4	8.5

# The listing continues:
SMILES	IDH1 mut inh	PRC2 inh
C[C@H]1CN([C@@H](C)CO)C(=O)c2cc(NC(=O)Cc3ccccc3)ccc2O[C@H]1CN(C)Cc1ccc(C(F)(F)F)cc1	0.1	-8.7
O=C(C[C@@H]1C[C@H]2c3cc(NC(=O)Nc4ccc(F)cc4)ccc3O[C@H]2[C@@H](CO)O1)NC1CCCC1	0.1	9.4
Cc1noc(C)c1NC(=O)Nc1ccc2c(c1)CC(=O)N([C@H](C)CO)C[C@@H](C)[C@@H](CN(C)C(=O)Nc1ccccc1)O2	-10.7	·
CC(=O)N(C)C[C@@H]1OCc2ccccc2-c2c(n(C)c3ccccc23)C(=O)N([C@H](C)CO)C[C@H]1C	-1.8	-13.8
Cc1cc(Cl)ccc1NC(=O)CN1CCC(C(N)=O)(N2CCCCC2)CC1	0.0	-3.8
C[C@@H]1CN([C@@H](C)CO)C(=O)c2cc(NC(=O)Nc3ccc(F)cc3)ccc2O[C@@H]1CN(C)C(=O)NC1CCCCC1	-1.1	-7.2
CC(C)NC(=O)N(C)C[C@H]1Oc2ncc(C#CC3CCCCC3)cc2C(=O)N([C@H](C)CO)C[C@H]1C	-2.1	-7.7
O=C(Nc1ccc2c(c1)OCO2)N[C@@H]1CC[C@H](CCNC(=O)C2CC2)O[C@@H]1CO	0.1	-2.5

# (continued)
SMILES	IDH1 mut inh	PRC2 inh
CO[C@H]1CN(C)C(=O)c2ccc(NC(=O)C3CCC3)cc2OC[C@H](C)N(CC2CCCCC2)C[C@H]1C	0.1	-5.2
C[C@@H]1CN([C@H](C)CO)C(=O)c2cc(N(C)C)ccc2O[C@@H](C)CCCCO[C@H]1CN(C)S(=O)(=O)c1ccccc1	0.3	-5.6
O=C(C[C@@H]1CC[C@@H](NC(=O)Nc2ccc(F)cc2)[C@H](CO)O1)NCc1cccc(F)c1	0.0	3.9
CO[C@H]1CN(C)C(=O)c2ccc(NC(=O)Nc3c(C)noc3C)cc2OC[C@@H](C)NC[C@H]1C	0.0	5.8
COc1ccc(NC(=O)Nc2ccc3c(c2)C(=O)N([C@H](C)CO)C[C@@H](C)[C@@H](CN(C)Cc2ccc(C(=O)O)cc2)O3)cc1	0.0	·
C[C@@H]1CN([C@H](C)CO)S(=O)(=O)c2ccc(-c3ccccc3)cc2O[C@H]1CN(C)C(=O)C1CCCCC1	5.2	12.8
C[C@@H]1CN([C@@H](C)CO)C(=O)c2cc(NC(=O)CCC(F)(F)F)ccc2O[C@H]1CN(C)Cc1ccccc1	·	10.4
O=C(C[C@@H]1C[C@H]2c3cc(NC(=O)C4CCOCC4)ccc3O[C@H]2[C@@H](CO)O1)NCCc1ccccc1	0.0	0.1

# Further compounds:
SMILES	IDH1 mut inh	PRC2 inh
N#C[C@@H]1[C@@H](c2ccccc2)[C@@H](CO)N1S(=O)(=O)Cc1ccccc1	3.3	·
Cc1ccccc1-c1cnc2c(c1)C(=O)N([C@@H](C)CO)C[C@H](C)[C@H](CN(C)CC1CCCCC1)O2	-2.6	·
C[C@H](CO)N1C[C@H](C)[C@@H](CN(C)Cc2ccccn2)Oc2ncc(C#CCN(C)C)cc2C1=O	-2.2	2.9
NC(=O)CSc1nc2c(c(=O)n1CCc1ccccc1)C1(CCCCC1)Cc1ccccc1-2	0.2	-5.1
Cc1ccc(S(=O)(=O)N(C)C[C@@H]2OCCCC[C@@H](C)Oc3ccc(NS(=O)(=O)c4ccc(F)cc4)cc3C(=O)N([C@@H](C)CO)C[C@@H]2C)cc1	0.4	·
Cc1noc(C)c1S(=O)(=O)Nc1cccc2c1O[C@@H](CN(C)C(=O)NC(C)C)[C@@H](C)CN([C@@H](C)CO)C2=O	-0.7	·
C[C@@H]1CN([C@H](C)CO)C(=O)c2cc(C#Cc3ccccc3)cnc2O[C@@H]1CN(C)Cc1ccccn1	-1.4	-13.4
CC(C)NC(=O)N(C)C[C@H]1Oc2ccc(NS(=O)(=O)c3ccccc3)cc2CC(=O)N([C@H](C)CO)C[C@H]1C	4.9	-1.0

# (listing goes on)
SMILES	IDH1 mut inh	PRC2 inh
C[C@H](CO)N1C[C@H](C)[C@H](CN(C)C(=O)C2CC2)Oc2cc(-c3ccc(F)cc3)ccc2S1(=O)=O	·	-8.7
C[C@@H]1CCCCO[C@@H](CN(C)C(=O)CCC(F)(F)F)[C@@H](C)CN([C@H](C)CO)C(=O)c2cc(NC(=O)Cc3ccccc3)ccc2O1	-0.3	·
COc1ccccc1-c1cn(CC[C@@H]2CC[C@H](NC(=O)Cc3ccccn3)[C@@H](CO)O2)nn1	-0.5	-10.0
C[C@H]1CN([C@@H](C)CO)C(=O)c2cccc(NS(=O)(=O)c3ccc(Cl)cc3)c2O[C@@H]1CN(C)Cc1ccc(C(=O)O)cc1	-0.5	·
C[C@@H]1CN([C@H](C)CO)C(=O)c2cccc(NC(=O)Nc3ccc4c(c3)OCO4)c2O[C@H]1CN(C)Cc1ccc(C(F)(F)F)cc1	3.7	·
COCCOC(=O)N1C(=O)[C@@]2(c3cc(C#CC4=CCCCC4)ccc31)[C@H](C(=O)NC[C@H](O)c1ccccc1)[C@H]1C(=O)O[C@H](c3ccccc3)[C@H](c3ccccc3)N1[C@@H]2c1ccc(O)cc1	·	-19.5
CC(C)NC(=O)N(C)C[C@@H]1OCCCC[C@@H](C)Oc2ccc(NC(=O)Cc3ccccc3)cc2C(=O)N([C@H](C)CO)C[C@@H]1C	1.0	-13.7
COCC(=O)Nc1ccc2c(c1)C(=O)N(C)C[C@H](OC)[C@H](C)CN[C@@H](C)CO2	·	-3.0

# (more compounds)
SMILES	IDH1 mut inh	PRC2 inh
C[C@H](CO)N1C[C@H](C)[C@@H](CN(C)S(=O)(=O)c2ccccc2)Oc2ccc(NC(=O)Nc3ccc(C(F)(F)F)cc3)cc2CC1=O	0.0	·
O=C(CC1CC1)Nc1ccc2c(c1)[C@@H]1C[C@@H](CC(=O)N3CCc4ccccc4C3)O[C@H](CO)[C@@H]1O2	0.5	0.7
C[C@H](CO)N1C[C@H](C)[C@@H](CN(C)Cc2ccc(C(=O)O)cc2)Oc2ccc(NC(=O)C3CC3)cc2C1=O	0.1	-7.0
COc1ccc(NC(=O)Nc2ccc3c(c2)[C@H]2C[C@H](CC(=O)N4CCc5ccccc5C4)O[C@H](CO)[C@H]2O3)cc1	1.0	-3.1
CC(C)COC(=O)N(C)C[C@H]1OCc2ccccc2-c2c(n(C)c3ccccc23)C(=O)N([C@@H](C)CO)C[C@H]1C	-4.3	-20.2
O=C(CSc1nc2ccccc2c(=O)n1-c1ccc(Br)cc1)Nc1cccc(F)c1	0.4	-3.5
CN(C)CCCNC(=O)C[C@H]1CC[C@@H](NS(=O)(=O)c2ccccc2)[C@@H](CO)O1	0.1	7.8
C[C@H]1CCCCO[C@H](CN(C)C(=O)CCCN(C)C)[C@@H](C)CN([C@@H](C)CO)C(=O)c2cc(NC(=O)Nc3cccc4ccccc34)ccc2O1	-18.5	·

# Additional results follow.
SMILES	IDH1 mut inh	PRC2 inh
CC(C)CC#Cc1ccc2c(c1)O[C@@H](CN(C)CC1CCOCC1)[C@H](C)CN([C@@H](C)CO)S2(=O)=O	0.2	39.1
C[C@@H]1CCCCO[C@@H](CN(C)S(=O)(=O)c2ccc(Cl)cc2)[C@H](C)CN([C@H](C)CO)C(=O)c2cc(N(C)C)ccc2O1	·	-2.0
C[C@H]1CN([C@@H](C)CO)C(=O)c2cccc(NS(=O)(=O)c3ccccc3)c2O[C@H]1CN(C)Cc1ccc2c(c1)OCO2	-4.7	-22.6
COC(=O)CN(c1ccc(Cl)c(C(F)(F)F)c1)S(=O)(=O)c1ccc(C)cc1	-0.2	23.7
COc1ccc(OC)c(NC(=O)C(C)N(c2ccc(C)c(C)c2)S(C)(=O)=O)c1 (stereo not given)	-0.4	7.2
C[C@H](O)C#Cc1ccc2c(c1)O[C@H](CN(C)Cc1ccncc1)[C@@H](C)CN([C@@H](C)CO)S2(=O)=O	·	-4.4
C[C@@H]1CN([C@H](C)CO)C(=O)Cc2cc(NS(=O)(=O)c3ccc(Cl)cc3)ccc2O[C@@H]1CN(C)Cc1ccc(C(F)(F)F)cc1	0.1	·
C[C@@H]1CN([C@@H](C)CO)S(=O)(=O)c2ccc(/C=C/c3ccccc3)cc2O[C@@H]1CN(C)Cc1cncnc1	-3.8	-9.4

# Further structures.
SMILES	IDH1 mut inh	PRC2 inh
CCCN1C[C@H](C)[C@@H](OC)CN(C)C(=O)c2cc(NC(=O)CC)ccc2OC[C@H]1C	-0.1	13.1
C/C=C/c1ccc2c(c1)O[C@@H](CN(C)Cc1cccnc1)[C@H](C)CN([C@H](C)CO)S2(=O)=O	27.2	3.7
CCCNC(=O)N(C)C[C@@H]1Oc2ncc(-c3ccccc3)cc2C(=O)N([C@@H](C)CO)C[C@@H]1C	0.3	·
COc1cccc(NC(=O)N(C)C[C@H]2Oc3cc(-c4ccccc4OC)ccc3S(=O)(=O)N([C@@H](C)CO)C[C@H]2C)c1	-6.0	-6.1
C[C@@H]1CN([C@@H](C)CO)C(=O)c2ccccc2-c2ccccc2CO[C@H]1CN(C)C(=O)c1ccccc1	0.0	13.2

# Screening data deposited in PubChem BioAssay by Broad Institute.
